# Mdm2 MdmX PPI: inhibitors of human Mdm2-MdmX association, primary screen, cell-based, luminescence, split luciferase, SaOS-2, uHTS; 330,000 tested, 3% active; inhibition, % at 8 µM; AID 485346, 2010; SaOS-2 split-luciferase Mdm2/MdmX complementation; Protein Mdm4 (Homo sapiens) + E3 ubiquitin-protein ligase Mdm2 (Homo sapiens), …;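 active = inhibition of at least 50% at 8 µM in the primary screen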
# Target sequence (O15151 whole entry, looked up): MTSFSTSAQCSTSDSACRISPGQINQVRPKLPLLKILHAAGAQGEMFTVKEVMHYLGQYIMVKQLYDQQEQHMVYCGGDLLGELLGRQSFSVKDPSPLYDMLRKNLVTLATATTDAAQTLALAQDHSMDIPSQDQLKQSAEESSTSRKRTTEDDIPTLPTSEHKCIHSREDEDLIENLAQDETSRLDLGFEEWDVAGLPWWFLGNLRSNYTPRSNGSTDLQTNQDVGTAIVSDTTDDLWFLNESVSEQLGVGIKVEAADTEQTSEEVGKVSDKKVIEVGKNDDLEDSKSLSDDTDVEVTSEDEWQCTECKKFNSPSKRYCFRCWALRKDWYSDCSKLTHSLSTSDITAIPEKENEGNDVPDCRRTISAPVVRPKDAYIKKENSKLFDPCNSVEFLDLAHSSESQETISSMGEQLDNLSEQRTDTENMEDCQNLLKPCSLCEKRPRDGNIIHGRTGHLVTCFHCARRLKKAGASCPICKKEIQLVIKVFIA
# Target sequence (Q00987 whole entry, looked up): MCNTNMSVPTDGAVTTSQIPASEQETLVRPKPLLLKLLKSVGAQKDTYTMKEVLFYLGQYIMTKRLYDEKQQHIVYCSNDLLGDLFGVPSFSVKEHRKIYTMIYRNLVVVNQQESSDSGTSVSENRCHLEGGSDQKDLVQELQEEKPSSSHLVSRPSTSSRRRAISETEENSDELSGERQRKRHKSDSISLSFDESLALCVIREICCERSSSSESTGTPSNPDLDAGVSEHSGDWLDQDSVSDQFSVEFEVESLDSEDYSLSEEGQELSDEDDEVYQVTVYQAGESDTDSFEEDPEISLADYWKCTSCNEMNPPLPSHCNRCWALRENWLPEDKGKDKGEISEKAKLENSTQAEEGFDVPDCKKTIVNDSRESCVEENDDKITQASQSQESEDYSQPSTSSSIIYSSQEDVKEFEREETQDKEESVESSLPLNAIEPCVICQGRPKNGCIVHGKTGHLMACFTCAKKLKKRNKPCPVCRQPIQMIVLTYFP
# APJ antagonist: antagonists of human apelin receptor APJ, primary screen, CHO-K1 cells, beta-arrestin complementation, luminescence. inhibition, % at 20 µM. P35414. 330,000 tested, 0.32% active;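 active = inhibition above about 40% at 20 µM, limit read from the data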;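 note: cells challenged with 10 nM apelin-13 agonist together with compound; plate controls were apelin-13 plus DMSO wells for no effect and DMSO wells lacking apelin-13 for full effect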
# XBP1 UPR activ: activators of adaptive XBP1 UPR arm, primary screen, cell-based, CHO-XBP1 luciferase reporter, luminescence, uHTS | 330,000 tested, 0.33% active | activation, % at 20 µM | IRE1-XBP1 UPR activation; percent of tunicamycin response, DMSO as zero | AID 463104, 2010;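 active = versus positive control, 20 µM dose yields 30% or more activation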;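 note: 100% = tunicamycin at 10 µg/mL and 0% = DMSO only wells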
#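 incubation = overnight seeding at 37 °C, 6 h compound treatment at 37 °C | assay system = CHO-XBP1 cells stably carrying IRE1-XBP1-driven luciferase reporter | input = 1000 cells per well | detection = luciferase luminescence | dosing = single point, 20 µM final compound, 1% DMSO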
# UPR CHOP act: activators of apoptotic CHOP UPR arm, primary screen, cell-based, CHO-CHOP luciferase reporter, luminescence, uHTS; UPR activation; percent of tunicamycin response over DMSO baseline; activation, % at 10 µM; 330,000 tested, 0.34% active; AID 449763, 2010;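 active = at 10 µM dose, activation of 40% or more, normalized to positive control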;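 note: 100% = tunicamycin at 10 µg/mL and 0% = DMSO alone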
#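 Test system: CHO-CHOP cells, stable luciferase reporter of PERK-eIF2a-CHOP signalling | Quantity: 500 CHO-CHOP cells per well | Buffer or medium: F12 plus 10% serum | Compound dosing: 10 µM single point, 0.5% DMSO | Schedule: 6 h compound treatment, 37 °C | Signal: Luciferase luminescence | Control set: Tunicamycin high control, DMSO low control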
# TIM10 inh: growth inhibitors of isogenic TIM10 control yeast, primary screen, counter-screen for tim10-1 yeast inhibitor project, luminescence, uHTS; inhibition, % at 10 µM; S. cerevisiae TIM10 strain growth, BacTiter-Glo luminescence, 24 h; 330,000 tested, 1.4% active;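 active = inhibition of 40% or more at the single tested concentration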;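 note: wild-type TIM10 isogenic control strain grown at permissive 25 °C; 0% = DMSO yeast wells and 100% = minimal medium wells without yeast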
# tim10-1 inh: growth inhibitors of tim10-1 mutant yeast, primary screen, luminescence, uHTS | S. cerevisiae tim10-1 ts strain growth, BacTiter-Glo, 24 h | inhibition, % at 20 µM | 330,000 tested, 2.2% active | AID 463190, 2010;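 active = inhibition of at least 40%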;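 note: mutant grown at 25 °C; 0% = DMSO wells with yeast and 100% = wells holding no yeast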
# APJ agonist: agonists of human apelin receptor APJ, primary screen, CHO-K1 cells, PathHunter beta-arrestin, luminescence; 0% DMSO wells, 100% apelin; activation, % at 20 µM; 330,000 tested, 0.11% active;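 active = activation more than six SD over the plate average, tested at 20 µM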;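 note: 0% = DMSO alone and 100% = apelin-13 at 10 nM; some results filed as inactive read as strong as hits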
#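 Incubation: overnight seeding, 90 min compound at 25 °C, 1 h detection; test system: PathHunter CHO-K1 APJ (AGTRL-1) beta-arrestin reporter cells; amount: 1000 cells/well; doses: one dose, 20 µM compound, 1% DMSO; measured by: beta-gal luminescence; measure: agonist-driven arrestin binding to APJ; benchmarks: negative DMSO alone, positive Apelin-13 at 10 nM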
# tim23-1 inh: growth inhibitors of tim23-1 mutant yeast, primary screen, luminescence, uHTS. inhibition, % at 20 µM. 330,000 tested, 1.3% active. S. cerevisiae tim23-1 growth, BacTiter-Glo luminescence, 24 h. AID 463212, 2010;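 active = growth inhibition of the mutant yeast at or above 50%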;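 note: temperature-sensitive mutant grown at 25 °C; plate controls were DMSO-treated mutant yeast for no effect and medium wells lacking yeast for full effect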
# CXCR6 inh: CXCR6 receptor inhibitors, primary screen, cell-based, beta-arrestin, luminescence, CHO-K1 PathHunter, 1536-well | inhibition, % at 20 µM | C-X-C chemokine receptor type 6 (Homo sapiens), O00574 | 360,000 tested, 0.36% active; in the data active = inhibition above about 34%, passing the limit was not always enough;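 note: antagonist mode with CXCL16 agonist at 10 nM final; 0% = 10 nM CXCL16 with DMSO and 100% = unstimulated wells without agonist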
# * = called active by the depositor; · = no result given; & = joins results of further samples. The list is partial, so the mix of outcomes need not match the whole.
SMILES,Mdm2 MdmX PPI,APJ antagonist,XBP1 UPR activ,UPR CHOP act,TIM10 inh,tim10-1 inh,APJ agonist,tim23-1 inh,CXCR6 inh
O=C(c1ccc(Cl)cc1)C1CCCN(Cc2ccon2)C1 (stereo not drawn),11,2,1,0.7,11,13,0,-7,3
Cc1nn(Cc2ccccc2)c(C)c1C(=O)OCC(=O)NCc1ccco1,-5,12,-3,-1.9,-3,0,-2,5,-2
CN1CCc2nc3ccc(F)cc3c(C(N)=O)c2C1,-6,6,0,0.8,-1,8,-1,14,-7
O=C(O)c1ccc(Cl)nc1,8,10,1,1.5,1,-1,-3,2,-3
Cc1cc2c(s1)NC(=O)CN=C2c1cccs1,-16,-1,-2,-1.6,-4,-24,0,31,-6
O=[N+]([O-])NC1=NCCN1Cc1ccc(Cl)nc1,44,9,-7,-4.1,2,6,-4,0,-6
O=C1NC(=O)C(CCc2ccncc2)(CCc2ccncc2)C(=O)N1C1CCCCC1,4,17,0,1.7,6,5,-2,1,2
CN1CC(C(=O)c2cccs2)C(c2ccc(Cl)cc2)C1 (stereo not drawn),13,8,6,-0.2,14,6,-2,6,3
O=[N+]([O-])c1ccc(C2C3C(c4ccccc4)=NC4(CCCC4)N32)cc1 (stereo not drawn),18,10,0,-3.1,-13,18,0,17,4
Ic1ccccc1CN[C@@H]1C2CCN(CC2)[C@@H]1C(c1ccccc1)c1ccccc1,94*,16,2,3.7,28,15,2,14,0
CCN(CC)S(=O)(=O)c1ccc(C(=O)NC2CN3CCC2CC3)cc1 (stereo not drawn),7,13,1,-1.4,-6,13,-1,12,-7
Cc1ccc2c(c1)c(=O)c1c3n2CCN(CC#N)C3CC1 (stereo not drawn),7,4,5,-0.2,9,-4,-1,9,-5
N=c1c[n+](CC23CC4CC(CC(C4)C2)C3)[n-]o1,1,-8,-3,1.4,14,20,-1,18,4
COC(=O)C1=C(c2ccc(C(C)=O)cc2)C[C@@H]2CC[C@H]1N2C(=O)NCc1ccc(F)cc1,15,9,0,1.1,8,20,-2,18,1
COc1ccc([N+](=O)[O-])cc1N=Cc1c(O)n(CCc2ccccc2)c(=O)n(C(C)C)c1=O,31,9,3,-0.5,32,26,-3,20,2
CC(C)CNP(=S)(c1ccccc1)C(C)(C)C (stereo not drawn),4,-15,1,0.4,16,13,-2,27,-3
CCCCCCC(=O)N/N=C/c1c(O)n(CCCC)c(=S)[nH]c1=O,3,-14,-1,1.1,3,22,-2,13,19
COc1cc2c(c(OC)c1OC)-c1ccc(O)c(=O)cc1C(NC(C)=O)CC2 (stereo not drawn),69*,-1,16,1.0,0,-12,-3,3,-8
Cn1ccc(NC(=O)CCl)n1,16,22,1,0.4,-5,9,-2,3,-6
CCOc1ccc(-n2c(O)c(N=Nc3ccc([N+](=O)[O-])cc3)c(=O)[nH]c2=O)cc1,0,34,-5,0.5,7,8,-4,1,25
Cc1c(C(c2ccccc2Cl)c2c(O)c3ccccc3oc2=O)c(=O)n(-c2ccccc2)n1C (stereo not drawn),-6,-28,-3,-0.5,0,6,2,23,-11
CN1C(=O)N(C)C(=O)C2(Cc3cc([N+](=O)[O-])ccc3N(C)C2c2ccccc2)C1=O (stereo not drawn),4,-2,-4,-0.7,13,22,-2,24,13
CC(=O)NC1CC2CCC(C1)N2 (stereo not drawn),-14,14,1,0.8,10,6,-3,6,-8
O=S(=O)(c1ccc(Cl)cc1)c1ccc(Cl)cc1,8,0,0,0.2,7,4,-2,26,-2

# Single records, as listed above. Values in the order: Mdm2 MdmX PPI | APJ antagonist | XBP1 UPR activ | UPR CHOP act | TIM10 inh | tim10-1 inh | APJ agonist | tim23-1 inh | CXCR6 inh
# CN1C(=O)N(C)C(=O)C2(Cc3cc([N+](=O)[O-])ccc3N(C)C2c2ccccc2)C1=O (stereo not drawn) in the list: 4 | -2 | -4 | -0.7 | 13 | 22 | -2 | 24 | 13
# CCOc1ccc(-n2c(O)c(N=Nc3ccc([N+](=O)[O-])cc3)c(=O)[nH]c2=O)cc1 in the list: 0 | 34 | -5 | 0.5 | 7 | 8 | -4 | 1 | 25

# (further entries)
SMILES,Mdm2 MdmX PPI,APJ antagonist,XBP1 UPR activ,UPR CHOP act,TIM10 inh,tim10-1 inh,APJ agonist,tim23-1 inh,CXCR6 inh
COC(=O)C1=C(c2cccc(OCc3ccccc3)c2)C[C@@H]2CC[C@H]1N2C(=O)NCc1ccc(N(C)C)cc1,9,13,0,0.9,24,18,-4,27,0
COC(=O)C1=C(c2ccc(F)cc2OCc2ccccc2)C[C@@H]2CC[C@H]1N2C(=O)N1CCOCC1,20,5,-2,3.8,18,19,-5,32,7
Oc1c(Br)c(Br)c(Br)c(Br)c1Br,21,-2,-1,-0.6,49*,52*,-3,66*,3
O=c1[nH]c(=S)[nH]c(O)c1N=Nc1ccc2c(c1)OCO2,4,27,4,2.6,11,11,-5,8,24
FC(F)(F)Oc1ccc(NC2=NCCCS2)cc1,0,2,4,3.7,9,-12,-2,0,3
CCOc1cc2c(cc1OCC)-n1cccc1C(c1cccc(OCC)c1O)NC2 (stereo not drawn),17,-10,-7,-0.3,18,36,-1,27,3
Oc1ccc2c3c1O[C@H]1[C@@H](O)CC[C@@]4(O)[C@@H](C2)N(CC2CCC2)CC[C@]314,-14&17,18&0,-6&-7,-1.2&2.5,2&-4,11&-9,-3&-4,5&3,6&-5
O=[N+]([O-])c1ccc(NC2CCN(Cc3ccccc3)CC2)c2ccncc12,64*,22,-5,-0.5,-3,19,3,-1,5
CN1CC2([N+](=O)[O-])CC=C(Cl)C([N+](=O)[O-])(C1)C2 (stereo not drawn),5,21,-1,-0.6,-2,-3,0,8,2
C=CCn1c(O)c(C(CC)=Nc2cc(OC)ccc2OC)c(=O)[nH]c1=O,36,0,3,-0.9,27,33,-3,32,-7
CN1C(=O)NC(=O)/C(=C/c2ccc(C(=O)O)cc2)C1=O,13,-1,4,1.1,-5,8,-3,16,-7
COc1ccccc1C(=O)Nc1ccc2c(c1)CC1(C(=O)N(C)C(=O)N(C)C1=O)C1CCCN21 (stereo not drawn),13,-7,-4,1.2,7,16,0,7,-3
C/C=C(\C)C(=O)OC1C(C)=C2C(C1OC(=O)CCCCC)C(C)(OC(C)=O)CC(OC(=O)CCC)C1(O)C2OC(=O)C1(C)O (stereo not drawn),82*,-46,61*,22,14,30,5,31,·
Clc1ccc(CCNCc2ccncc2)c(Cl)c1,12,4,-2,-0.5,11,-6,-3,15,-7
CCC(C)NC(=O)c1c(N)n(CC2CCCO2)c2nc3ccccc3nc12 (stereo not drawn),12,7,1,1.3,31,30,-3,28,-3
CC(C)Oc1ccc(C2C(C#N)=C(N)Oc3c2c(=O)oc2ccccc32)cc1 (stereo not drawn),34,-5,-1,0.4,2,-2,4,7,8
CCN(C(=O)Oc1ccccc1)c1ccc(C(O)(C(=O)OC)C(F)(F)F)cc1 (stereo not drawn),26,6,0,0.3,4,21,-4,22,-3
Cc1cccc(N2C(=O)NC(=O)/C(=C/c3ccc(-c4ccc(C(=O)O)c(Cl)c4)o3)C2=O)c1,-32,-14,-2,0.8,1,-12,0,-8,·
CCCCCCOc1ccc(CN2CCN(C)CC2)cc1,40,-2,-3,0.8,11,11,-2,15,-8
Nc1ccnn1C1CCNCC1,13,-6,-2,7.0,0,10,-4,8,0
O=C1C2CCCN2C(c2cccc(Cl)c2)N1c1ccccn1 (stereo not drawn),9,7,-1,-0.9,-2,2,-2,0,-7
CC1CCCC(NC(=O)CNC(=S)N2CC3CC(C2)c2cccc(=O)n2C3)C1C (stereo not drawn),9,4,-2,-0.7,4,18,-3,8,3
CC(C)(C)C(=O)c1cn(Cc2ccccc2)c2ccccc12,14,-1,-2,-1.4,-6,8,-1,21,4
O=C1/C(=C/c2cc([N+](=O)[O-])ccc2Cl)N2CCC1CC2,17,9,-4,-1.6,25,48*,2,49,0
S=C(NC1CCCCC1)N1CCC(c2cnc[nH]2)CC1,1,6,-6,2.2,2,-8,-5,-11,-3
CCOc1ccc(C2SCC(=O)Nc3c2c(=O)[nH]n3C2CCCCCC2)cc1 (stereo not drawn),7,-3,-2,-1.9,-29,14,-6,-9,2
O=C1Nc2ccccc2/C1=C/c1nc2ccccc2c(=O)n1-c1ccc(O)cc1,32,24,0,1.4,5,-2,-1,8,19
N=c1sccn1Cc1ccc(Cl)cc1Cl,-25,12,0,1.0,9,23,0,-5,-12
C[C@H](NC(=O)N1C[C@H]2C[C@@H](C1)c1cccc(=O)n1C2)C(=O)Nc1ccccc1F,-23,2,3,-1.5,2,-5,1,12,4
COc1ccc(OCC(=O)N2CCN(Cc3nc4cc([N+](=O)[O-])ccc4n3C)CC2)cc1,0,1,0,2.2,6,-6,1,-28,10
Cc1ccc(C(=O)C2(C)N(O)C(C)C(c3cccs3)=[N+]2[O-])cc1 (stereo not drawn),25,-1,3,-1.7,-3,3,-5,-7,-5
COc1ccc(C(=O)O/N=C(/C(N)=O)P(=O)(OC(C)C)OC(C)C)cc1,8,12,-3,2.4,-5,0,-1,13,8
O=C(C[N+]12CCC(CC1)C(C(O)(c1ccccc1)c1ccccc1)C2)c1ccc(Br)cc1 (stereo not drawn),7,7,1,1.3,2,-3,0,10,-9
CN(C)CCSCc1nnc2n1-c1ccc(Cl)cc1C(c1ccccc1Cl)=NC2,4,-13,1,0.3,27,13,-1,20,-9
O=c1c2ccccc2nc(-c2ccccc2)n1-c1ccccn1,12,9,-1,0.5,9,27,0,14,-5
Cc1ccc(-n2cc(CNC(C)Cc3cnccn3)c(-c3cccc(C)c3)n2)cc1 (stereo not drawn),33,19,0,-0.4,-3,-13,-1,-9,-2
C=CCn1c(O)c(/C=C2/C=CC=N2)c(=O)[nH]c1=O,21,5,4,1.7,17,7,-4,27,3
C/C(=N\NC(=O)c1ccncc1)c1c(O)n(Cc2ccccc2)c(=O)[nH]c1=O,2,-7,-1,2.0,-3,0,1,-7,2
Cc1nn(Cc2ccccc2Cl)c(C)c1C(=O)OCC(=O)N1CC(C)OC(C)C1 (stereo not drawn),0,-34,1,-2.0,9,18,5,19,-3
CC1CCC(C(C)C)C(OC(=O)Cn2c(COc3ccccc3)[n+](C)c3ccccc32)C1 (stereo not drawn),98*,-8,23,2.1,29,12,-4,32,-11
COc1ccc(-c2cc(C(=O)N3CCC4(CC3)OCCO4)c3ccccc3n2)cc1,25,20,2,1.5,4,27,3,37,6
Cc1nc2ccccc2c(=O)n1-c1ccncc1,9,-1,-1,0.5,-2,7,-1,-10,0

# Bioassay records as filed in PubChem BioAssay.
